# High-throughput results as filed in PubChem.
# iPSC survival up: enhancers of single-cell hiPSC survival, primary screen, ATPlite luminescence; survival enhancement, % at 20 µM; actives 0.044% (n = 360,000); AID 602274, 2012; 100% = ROCK inhibitor wells, 0% = DMSO; in the data active = survival enhancement above about 18%;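 note: cells exposed to compounds for 16 hours before the ATP read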
# Glyco luc inh: increase of ERlucT glycosylation luciferase signal, primary screen, N-linked glycosylation inhibitor project, D54 ERlucT cells, luminescence, set 2 | D54 ERlucT glycosylation luciferase reporter, 24 h; percent of 100 nM tunicamycin response | reporter increase, % at 12.5 µM | actives 0.23% (n = 360,000);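 active = mean luciferase reporter signal, scaled so untreated is 0 and the glycosylation-blocking control 100, at or above a set limit in every replicate; inconclusive = mean reaches the limit but not every replicate does; inactive = mean below the limit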;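 note: luciferase carries N-glycosylation sites so blocking glycosylation raises the light; 0% = median of neutral control wells and 100% = median of 100 nM tunicamycin wells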
# m5-HT2A agonist: mouse Htr2a agonists via beta-arrestin recruitment, primary screen, cell-based, luminescence; CHO-K1 mHTR2A beta-arrestin complementation; percent of 30 µM serotonin response; activation, % at 7.6 µM; actives 0.66% (n = 360,000); AID 624169, 2012;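 active = activation above a run cutoff, the mean activation of all tested compounds plus 3 SD, cut at about 14% in these data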;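 note: 0% = plate median of compound wells and 100% = 30 µM serotonin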
# Target sequence (P35363 whole entry, looked up): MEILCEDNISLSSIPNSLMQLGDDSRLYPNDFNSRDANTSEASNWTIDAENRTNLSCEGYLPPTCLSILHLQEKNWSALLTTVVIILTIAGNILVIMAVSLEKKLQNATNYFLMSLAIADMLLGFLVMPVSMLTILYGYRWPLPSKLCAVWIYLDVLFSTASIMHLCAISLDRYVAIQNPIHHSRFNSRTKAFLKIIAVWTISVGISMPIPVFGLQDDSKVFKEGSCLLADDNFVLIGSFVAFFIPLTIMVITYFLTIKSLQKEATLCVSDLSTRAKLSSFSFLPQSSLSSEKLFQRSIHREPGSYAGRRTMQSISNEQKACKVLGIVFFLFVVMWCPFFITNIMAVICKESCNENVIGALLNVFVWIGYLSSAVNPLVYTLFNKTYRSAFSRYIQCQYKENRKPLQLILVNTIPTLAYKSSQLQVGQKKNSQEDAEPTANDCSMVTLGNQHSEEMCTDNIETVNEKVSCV
# CaV13 FRET inh: Disruptors of the CACNA1D IQ motif to Ca2+-dependent inactivation inhibitor domain association, primary screening, Förster resonance energy transfer in intact living …; HEK cells, CFP/YFP FRET ICDI-IQ, plate reader, 10 min; percent FRET-ratio fall versus neutral wells; actives 0.098% (n = 340,000); inhibition, % at 12.3 µM; AID 743397;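 active = mean replicate inhibition of at least 30% and at least 1% of replicates passing that level; inconclusive = only one of the two criteria is met; inactive = neither criterion is met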;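 note: 0% = median of the neutral control wells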
# Vif inh: HIV Vif self-association inhibitors, primary screen, imaging, HEK293T, single point. HEK293T cells, Vif self-association by quenched fluorescence, 24 h. inhibition, % at 7.49 µM. actives 0.35% (n = 340,000). AID 602346, 2012; in the data active = inhibition above about 50%, passing the limit was not always enough; inconclusive = no clear call, values can overlap the other calls; inactive = below about 31%; note: some results filed as inactive read as strong as hits
# aDG glyco act: activators of alpha-DG glycosylation, primary screen, uHTS, Pro5-aDG cells, AlphaScreen. alpha-DG glycosylation AlphaScreen (IIH6); 0% Pro5, 100% B10-LARGE cell signal. activation, % at 10 µM. actives 0.22% (n = 360,000). AID 624168, 2012;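 active = activation of at least 8% versus controls, or a plate z-score of at least 8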;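 note: Pro5 are CHO cells carrying HIG-tagged alpha-DG that lacks glycosylation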
# PDI inh: inhibitors of human PDI, primary screen, biochemical, turbidity, single point, plate reader; PDI insulin aggregation turbidity, A650, 90 min; actives 0.052% (n = 350,000); Protein disulfide-isomerase (Homo sapiens), P07237; inhibition, % at 10 µM;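 active = mean inhibition across replicates of 30% or more, whatever share of single replicates reach that level; inconclusive = mean inhibition below 30% while every single replicate reaches 30%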;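 note: absorbance from insulin aggregation driven by PDI reduction with DTT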
# Target sequence (P07237 whole entry, looked up): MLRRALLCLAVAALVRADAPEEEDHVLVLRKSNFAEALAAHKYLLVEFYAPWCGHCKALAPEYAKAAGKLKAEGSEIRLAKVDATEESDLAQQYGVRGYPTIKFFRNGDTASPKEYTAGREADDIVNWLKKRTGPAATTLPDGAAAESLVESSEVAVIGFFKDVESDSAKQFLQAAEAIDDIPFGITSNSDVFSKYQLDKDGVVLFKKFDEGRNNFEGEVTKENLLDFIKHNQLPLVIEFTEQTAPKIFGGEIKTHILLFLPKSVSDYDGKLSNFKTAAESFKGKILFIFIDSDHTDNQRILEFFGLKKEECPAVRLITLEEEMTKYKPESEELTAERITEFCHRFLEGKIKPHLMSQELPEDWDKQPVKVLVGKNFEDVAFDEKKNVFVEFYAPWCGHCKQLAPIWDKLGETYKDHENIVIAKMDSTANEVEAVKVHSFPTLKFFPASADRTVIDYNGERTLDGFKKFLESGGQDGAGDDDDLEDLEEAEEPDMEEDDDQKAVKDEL
# ABCB6 inh 2: ABCB6 transporter inhibitors, primary screen, K562-ABCB6 cells, flow cytometry, MLPCN library. ATP-binding cassette sub-family B member 6 (Homo sapiens), Q9NP58. K562-ABCB6 porphyrin accumulation, 1 h; active compounds read low. fluorescence ratio to DMSO, % at 10 µM. actives 0.19% (n = 360,000). AID 602162, 2011;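 active = fluorescence ratio to DMSO below 75%, the collection mean minus 3 SD; inconclusive = too few cells collected in the well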;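 note: signal is porphyrin accumulated inside mitochondria; 100% equals median channel fluorescence of DMSO control wells; lower ratio means ABCB6 inhibition with less porphyrin fluorescence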
# Granule exo inh: LAMP-1 surface exposure blockers, TALL-104 cells – cell-based, flow cytometry, MLPCN library, primary screen; inhibition, % at 10 µM; actives 0.66% (n = 360,000); TALL-104 LAMP-1 surface exposure; cells stimulated with thapsigargin and PMA;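 active = inhibition above about 55%, limit read from the data; inconclusive = no clear call, values can overlap the other calls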
# Cardio protect: cardioprotection against H2O2-induced cell death, primary screen, uHTS, H9c2 cells, ATPLite luminescence. protection from H2O2 cell death, % at 20 µM. H9c2 cardiomyocytes, H2O2 injury protection, 2 h. actives 0.63% (n = 360,000). AID 588492, 2011;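 active = compounds giving at least 50% protection of heart cells from peroxide-induced death in the single-dose screen, raw or plate-pattern-corrected value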;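 note: 0% = DMSO wells with peroxide and 100% = DMSO wells without peroxide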
# * hit, by the source's call; u = inconclusive; x = no result given.
SMILES,iPSC survival up,Glyco luc inh,m5-HT2A agonist,CaV13 FRET inh,Vif inh,aDG glyco act,PDI inh,ABCB6 inh 2,Granule exo inh,Cardio protect
COCC(=O)N(Cc1cc2ccc(C)cc2[nH]c1=O)c1ccc(OC)cc1,-2.1,-0.6,2.4,-7.9,-6.6,-0.1,6.4,99.0,-1.1,-5.9
O=C(CSCc1ccco1)NC1CCCC1,1.1,0.8,8.2,-13.8,4.8,0.0,0.9,100.0,4.2,4.2
C=CCNC(=O)NC(=O)COC(=O)/C(C#N)=C/c1cc(C)n(CCC(C)C)c1C,3.2,-0.2,-1.2,-4.1,4.0,0.3,14.2,96.0,-0.9,-2.3
O=C(C1CCN(S(=O)(=O)c2cccs2)CC1)N1CCCCCC1,4.2,-4.8,-2.5,-4.0,1.8,-0.2,-4.7,95.0,-3.0,1.1
CC(C)(C)C(=O)Nc1nnc(SCc2ccc(F)cc2)s1,-2.0,1.6,-0.3,-4.1,-3.3,-0.1,11.4,101.0,0.2,-2.1
CS(=O)(=O)c1ccc(C(=O)N2CCc3ccccc3C2)cc1,-1.1,0.6,1.7,-7.1,-0.8,-0.1,-7.4,88.0,-1.8,1.4
COc1ccccc1C(=O)Nc1ccc(-c2nnn(CC(=O)N3CCOCC3)n2)cc1,-1.2,-1.1,-0.1,-3.4,-7.5,0.2,2.5,112.0,16.7,-3.6
O=c1c2c3c(sc2nc(NCCO)n1-c1ccccc1)CCCC3,-0.1,6.8,0.1,-1.8,-0.6,-0.3,-1.4,98.0,-3.5,-0.5
CC(=O)Nc1n[nH]c(=S)s1,0.5,0.6,1.1,-4.6,0.5,0.0,12.6,94.0,-0.7,7.7
Cc1c(C(=O)Nc2ccccc2Cl)oc2ccc(S(=O)(=O)N3CCC4(CC3)OCCO4)cc12,5.6,1.2,-0.9,-6.3,1.0,0.0,7.2,93.0,1.4,0.9
C[C@@H]1CN([C@H](C)CO)C(=O)c2cccc(NC(=O)Nc3ccc(C(F)(F)F)cc3)c2O[C@H]1CN(C)S(=O)(=O)c1cccs1,-2.0,2.8,-8.2,-3.7,-0.5,-0.4,8.0,100.0,-3.6,6.3
O=[N+]([O-])c1cccc(-c2nnn(C34CC5CC(CC(C5)C3)C4)n2)c1,0.5,1.9,0.3,x,-1.3,-0.6,-4.8,101.0,0.2,-7.3
COc1cc(NC(=O)Cn2cnc(S(=O)(=O)N3CCCCC3)c2)cc(OC)c1OC,-0.5,-2.3,2.4,-13.6,-8.5,0.0,-1.2,98.0,-17.2,0.2
O=C(NCc1ccccc1)C1=C[C@@H](c2ccc(Br)cc2)C[C@@H](OCc2ccc(CO)cc2)O1,-2.0,-0.5,-7.0,-5.1,-11.0,0.6,6.5,93.0,-4.8,-3.2
CC(Sc1nc2ncc(Cl)cc2[nH]1)C(=O)Nc1ccccc1[N+](=O)[O-] (configuration not stated),-2.4,-0.4,2.7,-4.8,-4.8,-0.2,-0.7,94.0,-4.3,-14.6
CC(Oc1ccc(-c2ccccc2)c(F)c1)c1ccn(S(=O)(=O)c2ccc(Br)cc2)n1 (configuration not stated),1.8,-8.2,3.4,-4.9,-12.7,0.0,-7.8,87.0,7.2,-5.2
COc1ccc(CCN(Cc2nc3ccccc3c(=O)[nH]2)C(=O)c2ccco2)cc1,-0.2,0.7,-5.7,-3.7,9.9,0.2,-2.5,93.0,-1.7,24.0
COc1ccc2nc(NNC(=O)COc3ccccc3)sc2c1,-0.4,1.6,1.4,-2.3,-1.9,-0.2,2.2,96.0,1.5,-10.0
OCC[C@@H]1C[C@H](O)[C@@H](O)[C@@]2(OCc3cc(Cl)ccc32)O1,2.6,0.3,7.4,-7.3,-12.9,0.2,0.0,97.0,-0.5,2.8
Cc1ccc(NC(=O)c2nc(S(=O)(=O)Cc3ccccc3C)ncc2Cl)cc1C,-0.2,0.3,-3.6,-3.0,-7.2,-0.6,3.4,48.0*,41.5,-17.8
COc1ccc(S(=O)(=O)Nc2cc(C)on2)cc1OC,-0.1,0.2,6.1,0.7,u,0.3,-4.6,95.0,-0.9,4.2
NS(=O)(=O)c1cc(C(=O)OCCNC(=O)c2ccccc2)c(Cl)cc1Cl,-0.9,1.2,5.1,-5.3,0.3,0.1,-6.5,99.0,-4.2,5.1
CC(=O)c1cccc(NC(=O)C(C)OC(=O)CCN=C2NS(=O)(=O)c3ccccc32)c1 (configuration not stated),-0.5,-0.4,-3.7,-6.1,-1.6,-0.2,-4.9,103.0,-5.1,-0.8
CC(C)(C)NC(=O)COC(=O)c1ccc(NC(=O)CC#N)cc1,-1.9,0.2,0.7,-7.0,0.4,0.0,2.7,98.0,0.7,-0.6
O=C(O)c1ccc(CNc2ccccc2C(=O)O)cc1,4.0,2.8,-0.3,-4.9,-7.4,-0.1,-1.4,99.0,-0.5,1.2
COc1ccc(C(C)NC(=O)c2ccccc2Br)cc1OC (configuration not stated),3.4,-0.3,1.0,-2.7,-27.0,-0.1,-2.5,108.0,-1.2,1.8
COc1ccc(NC(=O)CN(C)CC(=O)Nc2ccccc2SC)cc1Cl,0.3,-0.1,-1.3,-18.9,13.0,0.0,11.5,87.0,-1.7,-2.5
COCCNC(=O)Cc1ccc(F)cc1,4.5,0.5,0.2,-4.9,3.1,-0.1,3.2,97.0,-0.3,-1.4
CN(Cc1ccccn1)C(=O)C1CCC(=O)N(Cc2cccc(C(F)(F)F)c2)C1 (configuration not stated),0.2,1.8,3.4,-7.1,0.5,-0.2,-3.9,97.0,-3.1,-0.6
CC1=C(C(=O)Nc2ccccc2)C(c2cc(CN3CCOCC3)cs2)C2=C(CCCC2=O)N1 (configuration not stated),1.3,0.5,1.8,6.4,5.3,0.1,-2.5,96.0,3.2,-0.9

# ABCB6 inh 2, entries above that show a hit.
canonical_smiles | Glyco luc inh | m5-HT2A agonist | CaV13 FRET inh | Vif inh | aDG glyco act | PDI inh | ABCB6 inh 2 | Granule exo inh
Cc1ccc(NC(=O)c2nc(S(=O)(=O)Cc3ccccc3C)ncc2Cl)cc1C | 0.3 | -3.6 | -3.0 | -7.2 | -0.6 | 3.4 | 48.0* | 41.5

# 2 compounds from above, reduced to PDI inh, ABCB6 inh 2 and m5-HT2A agonist:
SMILES	PDI inh	ABCB6 inh 2	m5-HT2A agonist
CC1=C(C(=O)Nc2ccccc2)C(c2cc(CN3CCOCC3)cs2)C2=C(CCCC2=O)N1 (configuration not stated)	-2.5	96.0	1.8
COc1ccc(CCN(Cc2nc3ccccc3c(=O)[nH]2)C(=O)c2ccco2)cc1	-2.5	93.0	-5.7

# Next results.
SMILES,iPSC survival up,Glyco luc inh,m5-HT2A agonist,CaV13 FRET inh,Vif inh,aDG glyco act,PDI inh,ABCB6 inh 2,Granule exo inh,Cardio protect
COC(=O)c1[nH]c2ccccc2c1NC(=O)CN1CCCCCC1,-0.7,-0.9,0.7,-3.5,3.7,-0.1,0.8,92.0,2.1,-3.9
CC(C)c1nnc(N2C(=O)C(O)=C(C(=O)c3cccs3)C2c2ccccc2)s1 (configuration not stated),-2.6,-1.3,2.8,-38.5,2.1,-0.3,-10.0,99.0,-2.4,6.9
CCOc1ccccc1NC(=O)/C(C#N)=C/c1c(C)nn(-c2ccccc2)c1Cl,1.6,4.5,0.1,-1.5,-0.8,-0.4,-0.4,103.0,3.2,-6.6
COCCN1C(=O)N[C@@H](c2ccccc2)[C@H](C(C)=O)[C@H]1C,-1.3,6.8,3.7,-10.7,3.2,0.0,-1.5,88.0,2.3,0.2
CC(O)C(=O)N/N=C/c1ccccc1C(=O)O (configuration not stated),1.7,1.0,-1.4,-5.4,2.0,-0.2,4.0,97.0,-2.0,8.3
CCC1CCCCN1Cc1ccc(OC)c(C)c1C (configuration not stated),-1.6,0.5,-2.6,x,12.1,0.4,9.2,95.0,-4.3,1.4
CCNC(=O)NC(=O)CSc1ccc2ccccc2c1,-1.3,-3.8,2.8,-6.9,-4.8,-0.3,-9.3,97.0,1.6,-1.8
COc1ccccc1NC(=O)Cn1nc(-c2ccc(Cl)cc2)c2ccccc2c1=O,-1.4,-2.5,3.6,x,-1.9,1.6,-6.5,89.0,2.7,-1.5
COC(=O)C1=C(C)n2cnnc2NC1c1ccc(Cl)cc1 (configuration not stated),-0.3,3.4,-5.0,-10.4,-7.2,0.1,x,98.0,0.0,0.8
CCCCC(=O)Nc1ccc(C(=O)Nc2ccc(S(=O)(=O)Nc3ccc(C)cc3)cc2)cc1,0.9,-1.8,0.1,-4.4,-5.9,0.1,21.4,98.0,-0.2,-8.8
Cc1[nH]c2ccc(C(=O)NCC(C)(C)N3CCOCC3)cc2c1C,-0.6,-0.9,-5.3,-4.0,3.9,0.2,0.2,91.0,-2.3,-0.3
COc1cccc(OCCCCN2CCCCC2)c1,0.6,-0.9,-3.3,-3.1,3.2,0.0,-18.6,101.0,-2.0,-2.4
CCN1CCN(CCC(=O)Nc2ccccc2)CC1,0.0,3.1,5.0,-2.7,-11.0,-0.1,8.5,94.0,-8.6,2.9
COc1ccc(NC(=O)c2ccco2)cc1NC(=O)c1cccc(F)c1,-0.5,-2.9,2.4,-3.3,-7.0,0.0,6.2,102.0,15.9,-2.8
Cc1cc(C)nc(NC2=N[C@@H]3CCCC[C@H]3N2C(=O)Nc2cc(Cl)cc(Cl)c2)n1,-0.6,0.5,7.4,-4.5,22.9,-0.2,6.4,97.0,-0.2,-2.4
Cc1cn(C2CCCCO2)c(=O)[nH]c1=O (configuration not stated),2.4,1.4,-2.7,-5.8,9.2,0.2,-0.1,96.0,-10.5,10.9
Cc1ccccc1COc1cccn2c(N(C)C(=O)CCC3CCCC3)c(C)nc12,18.9,-1.1,-7.1,-9.5,-8.5,0.8,-3.7,97.0,-6.0,-4.9
COc1ccc(CNC(=O)c2cc(-c3ccccc3O)n[nH]2)cc1,0.6,1.2,-1.5,-4.4,u,0.0,-9.3,96.0,-0.4,-2.3
CC1(c2ccc3ccccc3c2)NC(=O)N(CC(=O)N2CCN(Cc3ccc(C#N)cc3)CC2)C1=O (configuration not stated),-0.4,-2.0,3.5,x,-2.6,1.6,1.8,95.0,6.1,-15.7
O=C(Nc1ccc2nc(-c3ccccn3)[nH]c2c1)C1CCCCC1,-5.0,2.1,4.4,-3.7,-7.4,0.0,7.7,98.0,-0.3,-16.5
CC1(C(=O)NCc2ccco2)CCN1C(=O)C1(c2ccccc2)CC1 (configuration not stated),1.4,-2.1,7.2,-13.7,-10.1,0.2,2.5,97.0,-11.9,4.0
Cc1c(Br)ccc(NC(=O)COc2ccccc2C(N)=O)c1C,0.9,-2.3,-3.5,1.6,6.1,0.2,-2.6,99.0,-2.7,11.8
N#Cc1ncc(C(F)(F)F)cc1Sc1ccccc1N,0.6,0.1,1.5,x,-2.6,0.8,-8.9,107.0,11.6,-15.3
